# FBPA Giardia inh – blocks Giardia fructose-bisphosphate aldolase activity | purified Giardia FBPA | Potency, µM (top dose mostly 59.6 µM), inactives show at the top dose activity, negative = inhibition, most hits filed as inhibitors | 0.71% of 290,000 active | AID 2451; also: potency is read from the fitted curve at half-maximal effect; % is scaled to controls: 0 for no effect and ±100 for the full control effect; nearly all actives have a fitted effect of over 55% in size
# Target sequence (A8B2U2 whole entry, looked up): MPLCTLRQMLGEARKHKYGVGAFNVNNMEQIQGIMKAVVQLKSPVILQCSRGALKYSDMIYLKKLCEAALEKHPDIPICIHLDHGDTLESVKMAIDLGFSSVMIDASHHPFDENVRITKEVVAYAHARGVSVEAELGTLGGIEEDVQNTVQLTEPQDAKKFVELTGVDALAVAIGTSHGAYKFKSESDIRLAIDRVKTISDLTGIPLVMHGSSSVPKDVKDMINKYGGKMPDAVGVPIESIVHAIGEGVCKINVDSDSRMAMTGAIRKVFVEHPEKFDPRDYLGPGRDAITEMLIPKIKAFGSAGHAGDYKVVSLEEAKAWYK
#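 40 nM FBPA preincubated 10 min at RT with compound (up to 57.5 uM final), then substrate plus GAPDH/TPI/NAD/arsenate coupling and diaphorase/resazurin added. Fluorescence read after 20 min at RT, 525/598 nm.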
# CHX counter – counter-screen for Shiga toxin inhibitors: cycloheximide protein synthesis inhibition. cell reporter, cycloheximide protein synthesis inhibition counterscreen. max response, %. 12% of 300,000 active; in the data active = max response mostly above about 13%, no sharp cut-off; inactive = mostly below about 14%; also: read at 38.3 µM for the half of the compounds with a filed dose; 0% is about no effect
# HCMV inh – inhibitors of human cytomegalovirus; activity change, negative = inhibition, % at 57.5 µM; HFF cells, HCMV-luciferase reporter, 72 h; stronger effect = lower value; 4.5% of 410,000 active; AID 1259415; in the data active = activity change below about -60%; inconclusive = no clear call, values can overlap the other calls; inactive = above about -39%; also: % is scaled to controls: 0 for no effect and ±100 for the full control effect
#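 Steps: HFFs plated, 16 h 37C; compounds added; HCMV-luciferase added to MOI 1 PFU/cell; 72 h 37C; OneGlo reagent, 5 min room temperature; luminescence read, normalized to controls.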
# AMA1-RON2 inh – inhibitors of Plasmodium falciparum AMA1-RON2 interaction; AlphaScreen AMA1-biotinylated RON2 peptide binding; 0.2% of 360,000 active; Potency, µM (titrated, usually from 58.2 µM), for the others: at the top dose activity change, negative = inhibition, most hits filed as inhibitors;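 also: potency is read from the fitted curve at half-maximal effect; 0% = vehicle wells and -100% = peptide control; nearly all actives have a fitted effect of over 45% in size; some results filed as inactive show a strong effect at the top dose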
#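 AMA1 (3D7) with his tag at 25 nM final met compounds first, then biotinylated RON2 peptide at 25 nM; detection used donor plus acceptor beads, 10 µg/mL apiece, read by AlphaScreen after 30 min at room temperature.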
# Shiga inhibitor – Shiga toxin inhibition. Vero cells, Shiga toxin protein synthesis inhibition reporter. 9.2% of 290,000 active. inhibition, % at 38.7 µM; in the data active = inhibition mostly above about 28%, no sharp cut-off; inactive = mostly below about 43%; also: 0% is about no effect
# AmpC inh no detg – inhibitors of E. coli AmpC beta-lactamase without detergent; P00811; AmpC nitrocefin hydrolysis, absorbance 480 nm, 0.0001% Triton; Potency, µM (doses to about 57.1 µM), for the others: at the highest dose activity change, negative = inhibition, actives largely listed as inhibitors; 0.52% of 330,000 active; AID 485341;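 also: potency is read from the fitted curve at half-maximal effect; plate controls were no compound for no effect and no enzyme for full effect; nearly all actives have a fitted effect of over 20% in size; some results filed as inactive show a strong effect at the top dose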
# Target sequence (P00811 whole entry, looked up): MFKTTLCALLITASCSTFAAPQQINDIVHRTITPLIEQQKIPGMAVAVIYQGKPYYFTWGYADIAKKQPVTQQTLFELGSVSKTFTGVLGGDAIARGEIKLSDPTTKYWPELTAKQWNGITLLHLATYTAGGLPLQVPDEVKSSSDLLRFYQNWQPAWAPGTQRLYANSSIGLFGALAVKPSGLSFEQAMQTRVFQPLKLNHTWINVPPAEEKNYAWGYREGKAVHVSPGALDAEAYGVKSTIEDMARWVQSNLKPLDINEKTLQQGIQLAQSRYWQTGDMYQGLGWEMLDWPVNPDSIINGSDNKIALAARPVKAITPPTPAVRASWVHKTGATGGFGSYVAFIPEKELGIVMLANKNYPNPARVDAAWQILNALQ
#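 20 mM phosphate pH 7.0 + 0.01% (detergent screen) or 0.0001% Triton X-100; 5.3 nM AmpC reagent; cpd preinc 15 min RT; nitrocefin (800 uM stock) to start; A480 q20 s × 4 min; Activity was normalised to no-enzyme and no-compound control wells.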
# AmpC inh detg – inhibitors of E. coli AmpC beta-lactamase with detergent. 0.041% of 370,000 active. P00811. AmpC hydrolysis of nitrocefin, absorbance 480 nm, 0.01% Triton. Potency, µM (series often up to 114 µM), inactives show at the highest dose activity change, negative = inhibition, most hits filed as inhibitors;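 also: potency is read from the fitted curve at half-maximal effect; 0% = no-compound wells and -100% = no-enzyme wells; nearly all actives have a fitted effect of over 25% in size; some results filed as inactive show a strong effect at the top dose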
#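 AmpC (5.3 nM in the dispensed reagent) in 20 mM phosphate pH 7.0 with 0.01% (detergent screen) or 0.0001% Triton X-100 was preincubated with compounds for 15 min at room temperature. Nitrocefin was then added from an 800 uM solution, and hydrolysis was followed at 480 nm.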
# The depositor's hits bear a star; ? = inconclusive; nt = not tested or not shown; [ ] = another dose, or the depositor's remark. Unless noted, calls follow the shape of the dose curve; as a rule, active = well fitted curve in the direction sought with a large enough effect; inconclusive = small, poorly fitted or top-dose-only effect, or another doubt; inactive = no such curve, though single readings can be large; an effect the other way counts as inactive or inconclusive.
SMILES,FBPA Giardia inh,CHX counter,HCMV inh,AMA1-RON2 inh,Shiga inhibitor,AmpC inh no detg,AmpC inh detg
CC1(C)CC(=O)C=C(Nc2ccc(Br)cn2)C1,1%,-1,29,12%,-16,-14%,-2%
Nc1ccc(S(=O)(=O)NC2=NCCCCC2)cc1N,?,6,2,-16%,-3,-40%,-9%
CC(=O)N1N=C2C3CCN(CC3)C2C1c1cccc2ccccc12 (stereo not given),-7%,-3,10,22%,-17,6%,?
Cc1ccccc1N1CC(C(=O)Nc2ccc(S(=O)(=O)N3CCCCC3)cc2)CC1=O (stereo not given),-3%,1,-18,11%,-6,72%[activator],-9%
Cc1c(/C=N/N=C2\CCC3C4CCc5cc(O)ccc5C4CCC23C)cnn1C (stereo not given),0%,-2,39,-2%,39,-23%,-10%
COc1ccc(O)c(C(=O)c2cc(C#N)c(=O)n(CCN3CCOCC3)c2)c1,1%,21,-33,5%,-10,-17%,3%
COc1ccc(C2(CNC(C)=O)CCCC2)cc1OC,1%,11,74,14%,-5,-4%,1%
COc1ccc(-c2nnc(SCC(=O)c3cccs3)n2-c2ccc(Cl)cc2)cc1,-1%,40*,?,-4%,75*,149%[activator],?
CCc1nnc(NC(=O)c2ccc3nc(CC)c(CC)nc3c2)s1,18%,6,63,3%,-4,-21%,?
CCC1(CC)NC(=O)N(CC(=O)N2CCc3ccccc32)C1=O,nt,nt,37,4%,nt,-18%,nt
O=C(COC(=O)/C=C/c1ccc(Cl)cc1Cl)NCC1CCCO1 (stereo not given),nt,nt,-5,-4%,nt,-10%,nt
O=C(Cn1nc(Cc2cccnc2)c2ccccc2c1=O)NCc1ccc2c(c1)OCO2,4%,-2,18,-11%,-25,-10%,-10%
COC(=O)c1c(C)[nH]c(C(=O)/C=C/c2cccc(Cl)c2)c1C,4%,39*,-30,27%,62*,-31%,-2%
CC(C)C[C@H]1CN=C(Nc2ccccc2)N1CC1CCC1,5%,-2,-12,0%,-11,-28%,-8%
Cc1[nH]c(=O)[nH]c(=O)c1/C=N/NC(=O)[C@@H](NC(=O)OC(C)(C)C)C(C)C,8%,-3,12,45%[activator],22,-5%,?
Cc1ccccc1CN(C)CC(=O)Nc1ccccc1-c1ccccc1,-1%,-2,?,7%,-5,5%,-9%
O=C(CCC1COc2ccccc2O1)Nc1ncccc1O (stereo not given),-13%,1,-5,8%,-2,-23%,-6%
COc1ccc(CCC(C)N2CCc3ccccc3C2)cc1 (stereo not given),?,1,-20,-5%,-6,-2%,-8%
COC(=O)c1c(NC(=O)C(Cl)Cl)sc2c1C(C(=O)OC)CC2 (stereo not given),6%,-1,-62*,3%,-14,7%,8%
Nc1ncnc2c1ncn2[C@@H]1O[C@H](CNC(=O)[C@@H]2C[C@H](F)CN2)[C@@H](O)[C@H]1O,nt,nt,8,21%,nt,-4%,nt
CCOc1ccc(C2=NNC(c3cccs3)=Nc3ccc(OC)cc32)cc1OCC,-5%,27*,-4,5%,52*,3%,?
COc1ccc(CCNCC(=O)Nc2ccc(OC(F)(F)F)cc2)cc1OC,?,2,21,-16%,5,87%[activator],4%
Cc1ccc(-c2ccnc3[nH]n(-c4ccccc4)c(=O)c23)cc1,?,5,25,-2%,18,-35%,7%
CCC(C)N(C(=O)CSc1nnc2ccccn12)C1CCS(=O)(=O)C1 (stereo not given),nt,nt,23,-1%,nt,-6%,?
N#CCSc1nnc(-c2sc3ccccc3c2Cl)o1,-1%,42*,-39,0%,61,-23%,1%
# Going on with the list.
SMILES,FBPA Giardia inh,CHX counter,HCMV inh,AMA1-RON2 inh,Shiga inhibitor,AmpC inh no detg,AmpC inh detg
Cc1cc(N2CCOCC2)n2nc(-c3cccc(F)c3)cc2n1,1%,-2,75,0%,1,-19%,-2%
O=C(c1cccc([N+](=O)[O-])c1)c1cc2ccccc2o1,1%,17,-6,-8%,9,-15%,?
CCC(Nc1nc(-c2ccccc2)nc2ccccc12)C(=O)O (stereo not given),9%,5,1,4%,27,-17%,0%
Cc1c(Cl)cccc1NC(=S)NC1CC1,-1%,3,4,11%,-2,-27%,4%
CCc1ccc2nc(N)sc2c1,-4%,39*,22,-1%,75*,-29%,1%
CCOc1ccc(N(Cc2cc3cc(C)ccc3[nH]c2=O)S(=O)(=O)c2ccccc2)cc1,nt,-1,-2,8%,0,-14%,1%
CCOC(=O)C1=C(CSc2nc(C)cc(C)c2C#N)OC(N)=C(C#N)C1c1cccs1 (stereo not given),-14%,-6,nt,-5%,-10,-2%,-6%
CCC(C)COC(=O)c1ccc(C(=O)O)cc1 (stereo not given),30%,2,12,-12%,21,-12%,-2%
N#CCN1C(=O)C(=O)N(Cc2cccc(C(F)(F)F)c2)C1=O,3%,4,0,-1%,18,-9%,-2%
CCOC(=O)C1(CCOC)CCN(Cc2ccc(C(=O)OC)cc2)CC1,-7%,19*,-15,-23%,74*,-22%,-2%
COc1ccc(-n2c(SCC(=O)Nc3ccc(C(N)=O)cc3)nc3ccccc3c2=O)cc1OC,0%,-1,150,-5%,2,-2%,-3%
CN(CC(=O)Nc1ccc(F)cc1)C(=O)c1ccc(OCc2ccccc2)cc1,nt,nt,-7,-17%,nt,-13%,?
CC(C)c1nc2sc3c(c2c(=O)o1)CCCC3,-1%,-1,28,-3%,2,-15%,-15%
CCOC(=O)C(NC(C)=O)(Nc1ccc(S(=O)(=O)Nc2ncccn2)cc1)C(F)(F)F (stereo not given),3%,-2,-35,-3%,1,-15%,-1%
O=C(c1ccc([N+](=O)[O-])o1)N1CCc2ccccc2C1,-5%,-3,0,-3%,-7,-7%,-2%
O=C(CCS(=O)(=O)c1ccc(Cl)cc1)N1CCN(c2ccc(F)cc2)CC1,nt,nt,-4,12%,nt,21%,4%
CC(=O)N1CCN(C23CC4CC(CC(C4)C2)C3)CC1,5%,-3,26,-3%,6,-2%,-4%
N/C(Cc1ccc([N+](=O)[O-])cc1)=N\OC(=O)c1cccc(Br)c1,0%,1,29,4%,4,-28%,2%
O=C(NNC(=O)C1CC=CCC1C(=O)O)c1cccs1 (stereo not given),0%,15,?,13%,34,-9%,6%
CNc1nc(Cl)nc(Nc2ccccc2)n1,-5%,40*,28,0%,45*,-23%,-1%
COc1cccc(NC(=O)c2ccccc2F)c1,nt,nt,63,9%,nt,-6%,-4%
NC(=O)c1ccccc1OCCOCCOCCOc1ccccc1C(N)=O,7%,-3,-9,27%,-14,-2%,-4%
CCOC(=O)C(C)n1cnc2sc(C)c(C)c2c1=O (stereo not given),2%,-1,-3,0%,18,-18%,2%
COc1cccc(C(=O)NNC2=C(C(=O)C(F)(F)F)CCC2)c1,6%,41*,65,80%[activator],68*,-40%,?
COC(=O)C1=C(c2cccc(OCc3ccccc3)c2)C[C@@H]2CC[C@H]1N2C(=O)NNCc1ccccc1,nt,nt,13,-10%,nt,40%,-1%

# Some of the entries so far, bar-delimited:
SMILES | FBPA Giardia inh | CHX counter | HCMV inh | AMA1-RON2 inh | Shiga inhibitor | AmpC inh no detg | AmpC inh detg
CCOC(=O)C(C)n1cnc2sc(C)c(C)c2c1=O (stereo not given) | 2% | -1 | -3 | 0% | 18 | -18% | 2%
COc1cccc(C(=O)NNC2=C(C(=O)C(F)(F)F)CCC2)c1 | 6% | 41* | 65 | 80%[activator] | 68* | -40% | ?
COC(=O)C1=C(c2cccc(OCc3ccccc3)c2)C[C@@H]2CC[C@H]1N2C(=O)NNCc1ccccc1 | nt | nt | 13 | -10% | nt | 40% | -1%

# Additional entries
SMILES,FBPA Giardia inh,CHX counter,HCMV inh,AMA1-RON2 inh,Shiga inhibitor,AmpC inh no detg,AmpC inh detg
COc1cccc(CNC(=O)CCC(=O)N2C[C@H]3C[C@H](C2)c2cccc(=O)n2C3)c1OC,20%,-3,-8,1%,-1,-42%,-8%
COc1ccc(-n2cc(CNCCc3nc(C)cc(C)n3)c(-c3ccccc3Cl)n2)cc1,-18%,4,?,-26%,8,252%[activator],3%
COCCn1c(C)nnc1SCC(=O)Nc1ccccc1[N+](=O)[O-],1%,-1,-22,-8%,-2,-8%,-1%
Cc1oc2ccc(O)cc2c1C(=O)c1ccc([N+](=O)[O-])cc1,-23%,0,-16,0%,4,-16%,-1%
Cn1nccc1C(=O)Nc1ccc2c(c1)OCO2,nt,28*,83,-2%,107*,-15%,-12%
Cc1ccc(NC(=O)CN(C)C(=O)CSc2nnnn2C)cc1,6%,2,-25,1%,2,-6%,-8%
O=C(CSc1nnc(SCc2ccccc2)s1)N/N=C/C=C\c1ccco1,-28%,-3,?,55%[activator],-9,-46%,-5%
Cc1ccc(Cl)c(OCC(=O)OC(C)C(=O)NC2CC2)c1 (stereo not given),nt,nt,-30,12%,nt,2%,?
CSc1nc2nc3c(c(=O)n2[nH]1)CCC3,-20%,-6,-26,8%,-11,-6%,?
CCOC(=O)c1c(C)nc2c(c1-c1ccc(OC)cc1)C(=O)CC(C)(C)C2,0%,-4,13,-7%,0,47%,-2%
CCOC(=O)C1CCN(S(=O)(=O)c2ccc3c(c2)N(C(C)=O)CC(C)S3)CC1 (stereo not given),nt,-2,0,24%,-2,111%[activator],-3%
COc1cccc(C(=O)/C=C/Nc2ccc(S(=O)(=O)Nc3nc(C)cc(C)n3)cc2)c1,1%,10,14,-8%,-4,-16%,?
CN(C(=O)CSc1nc2[nH]ncc2c(=O)[nH]1)c1ccccc1,nt,nt,26,7%,nt,?,?
CC(C)(C)c1ccc(OCCN2CCCC2)cc1,-25%,6,-10,-11%,21,-2%,?
COc1ccccc1/C=C\C=N\n1c(C2CCCCC2)n[nH]c1=S,-1%,-2,-16,45%[activator],24,-60%,-14%
Cc1c(S(=O)(=O)c2ccccn2)c(N)n(Cc2ccccc2Cl)c1C,-7%,-3,87,-14%,5,7%,-7%
Oc1c(C(c2cccs2)N2CCN(c3ccccc3)CC2)sc2ncnn12 (stereo not given),-11%,-2,-2,6%,-5,-11%,-6%
O=S(=O)(c1ccccc1)c1cnn(-c2ccccc2)c1-c1ccc(Cl)cc1,-1%,-1,?,-10%,3,-18%,-18%
O=C(NCc1ccccc1)c1ccc(CS(=O)Cc2ccc(Cl)cc2)o1 (stereo not given),11%,1,-30,0%,-13,43%,3%
COc1ccc2c(c1)c(=O)c(Br)c(C)n2Cc1ccccc1,0%,-3,-8,38%[activator],-8,-4%,-14%
COc1ccc(OCC(=O)Nc2ccccc2O)cc1,-5%,36*,nt,-9%,75*,-22%,2%
O=C(COC(=O)c1cccc(S(=O)(=O)N2CCN(c3ccccc3)CC2)c1)NCC1CCCO1 (stereo not given),5%,-3,?,0%,-9,43%,1%
COc1ccc(S(=O)(=O)N2CCOCC2)cc1NC(=O)CN1CCCC1,2%,-2,-9,23%,18,-19%,-7%
